# M1 antag = antagonists of rat M1 muscarinic receptor; 64,000 compounds, 3.4% hits; B-score at 10 µM; CHO-M1 cells, Fluo-4 calcium, ACh EC80 antagonist mode; active compounds read low; P08482;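 active means calcium fluorescence response, raw or row-and-column corrected B-score, differing from the plate sample mean either way at a set confidence level, mostly lower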
# Target sequence (P08482 whole entry, looked up): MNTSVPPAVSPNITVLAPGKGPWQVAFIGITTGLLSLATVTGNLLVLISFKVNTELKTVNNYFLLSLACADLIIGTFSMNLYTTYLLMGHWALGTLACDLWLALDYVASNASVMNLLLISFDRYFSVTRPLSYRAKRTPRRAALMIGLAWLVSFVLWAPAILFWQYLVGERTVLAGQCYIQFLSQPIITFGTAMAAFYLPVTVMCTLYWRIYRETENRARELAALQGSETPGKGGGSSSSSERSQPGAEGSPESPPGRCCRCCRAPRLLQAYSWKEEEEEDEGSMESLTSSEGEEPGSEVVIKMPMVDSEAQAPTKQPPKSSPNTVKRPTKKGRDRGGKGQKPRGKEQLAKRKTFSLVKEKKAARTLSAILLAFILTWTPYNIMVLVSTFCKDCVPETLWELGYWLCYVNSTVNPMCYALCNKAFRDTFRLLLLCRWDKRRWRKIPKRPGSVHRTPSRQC
# NADH coupling = blocks coupling enzymes of NAD/NADH assays. 65,000 compounds, 0.02% hits. AID 774. coupled PK/LDH NADH assays, four targets. IC50, µM (highest dose often 10 µM), for the others: at the highest dose inhibition;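 active means single-dose screening hits from any of four coupled enzyme assays that gave an IC50 when retested across doses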;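 further: the DPM-DC format reads NADH fluorescence rather than 340 nm absorbance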
# Ecoli tolC = E. coli tolC mutant growth inhibition. E. coli BW25113 tolC mutant growth, OD615. growth inhibition, % at 10 µM (by protocol). 65,000 compounds, 2.2% hits;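 active means growth inhibition at or above a cutoff equal to the mean over every tested compound plus 3 SD, cut at about 60% in these data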;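 further: growth measured after 20 h incubation at 37 °C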
#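 Material: E. coli BW25113 ΔtolC::kan, tolC deletion mutant strain. Measure: percent growth inhibition. Schedule: 37 °C, 20 h exposure. Doses: single-point testing at 10 µM. Signal: A615 absorbance measurement. Buffer or medium: kanamycin-containing LB broth (50 µg/mL).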
# D1 mod = D1 dopamine receptor (human) allosteric modulation. HEK293 D1, CRE-luciferase, dopamine EC30 potentiation; actives deviate in either direction. B-score at 10 µM. 58,000 compounds, 5.9% hits. AID 641;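 active means luminescence count or its row- and column-corrected plate score outside the 99.7% band of the plate's sample wells, on either side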
# HEK293 NFkB inh = inhibitors of the PMA/ionomycin-induced NF-kB reporter in HEK293 cells; AID 465; inhibition, % at 3 µM; HEK-293 NF-kB luciferase reporter, luminescence; 62,000 compounds, 0.21% hits;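 active means inhibition above the mean of all tested compounds plus 3 SD, cut at about 40% in these data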;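 further: 0% = stimulated DMSO wells and 100% = 10 µM reference inhibitor 5653914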
#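 System – HEK-293 cells with stable firefly luciferase reporter driven by four HIV NF-kB elements · Doses – one dose, 3 µM · Schedule – 1 h compound pre-incubation, 16 h PMA/ionomycin at 37 °C · Technique – luminescence from luciferase substrate reagent · Measure – percent inhibition normalized per plate to DMSO and reference-inhibitor controls · Replicates – tested once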
# SF1 activator = activates the human nuclear receptor SF-1 | Q13285 | CHO-K1 Gal4-SF-1 LBD luciferase reporter; % increase over DMSO SF-1-specific signal | activation, % at 10 µM | 65,000 compounds, 1.9% hits;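 active means activation above the mean activation of all tested compounds plus 3 SD, cut at about 50% in these data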
#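 Compound – one dose, 10 µM compound, 1% DMSO · Test system – transient Gal4-SF-1 LBD reporter, CHO-K1 · Input – 4,000 cells in each well · Read-out basis – percent activation relative to DMSO median and mock-transfected background · Replicates – single measurement per compound · Technique – steady-glow luciferase luminescence, read after 15 min reagent incubation · Timing – 20 h compound treatment, 37 °C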
# Jurkat viability = cytotoxicity toward Jurkat cells | 56,000 compounds, 1.2% hits | inhibition, % at 4 µM | Jurkat E6.1 viability, ATP luminescence, 48 h;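 active means inhibition above the mean inhibition of all tested compounds plus 3 SD, cut at about 28% in these data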
# M1 ag = M1 muscarinic receptor agonism; CHO-M1 cells, Fluo-4 calcium fluorescence, agonist mode; active compounds read high; B-score at 10 µM; 64,000 compounds, 3% hits; AID 626;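 active means fluorescence rise, raw or as B-score row- and column-corrected plate score, outside the 99.7% band of its plate's samples, either direction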
# TNAP act mid DEA = activates human TNAP at intermediate phosphate acceptor concentration | 64,000 tested, under 10 active | purified TNAP, CDP-star luminescence, 100 mM DEA, 30 min; active compounds read high; scale: 0 levamisole-inhibited, 1 vehicle-only enzyme | activation factor at 20 µM;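 active means activation factor of at least 2 at 20 µM, relative to controls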
# Target sequence (P05186 whole entry, looked up): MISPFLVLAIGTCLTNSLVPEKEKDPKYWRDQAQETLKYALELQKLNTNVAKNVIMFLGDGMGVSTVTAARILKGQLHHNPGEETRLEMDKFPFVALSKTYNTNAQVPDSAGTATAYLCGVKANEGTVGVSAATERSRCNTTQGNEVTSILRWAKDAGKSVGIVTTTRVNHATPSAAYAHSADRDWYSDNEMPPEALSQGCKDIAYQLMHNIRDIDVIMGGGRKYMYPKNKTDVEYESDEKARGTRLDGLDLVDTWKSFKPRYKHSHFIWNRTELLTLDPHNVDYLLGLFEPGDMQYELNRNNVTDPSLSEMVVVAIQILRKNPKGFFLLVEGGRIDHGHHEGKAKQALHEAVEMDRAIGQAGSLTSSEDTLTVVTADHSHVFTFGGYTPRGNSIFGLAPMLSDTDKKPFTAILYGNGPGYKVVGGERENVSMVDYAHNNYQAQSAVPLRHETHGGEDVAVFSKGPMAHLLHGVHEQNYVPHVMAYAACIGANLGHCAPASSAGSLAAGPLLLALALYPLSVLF
# * = called active by the depositor; . = no result given; [ ] = another dose, or the depositor's remark.
SMILES,M1 antag,NADH coupling,Ecoli tolC,D1 mod,HEK293 NFkB inh,SF1 activator,Jurkat viability,M1 ag,TNAP act mid DEA
Cc1ccc(NS(=O)(=O)c2cccc(C(=O)n3ncc(C#N)c3N)c2)c(C)c1,0.84,5%,-26,-0.65,2,0,-5,0.089,0.9
CCCCNc1cc(C)nc(NCc2ccccc2)n1,-3.2*,7%,77*,-4.4,15,-19,34*,6.4*,1.1
CCN1CCCC1CNC(=O)c1cc2c(-c3cccc(OC)c3)nn(C)c2s1 (configuration not stated),-2.8*,8%[fluoresces],11,-2.3,18,-5,9,0.3,0.9
COc1ccccc1OCCCCCNCCO,0.014,3%,-1,.,21,32,4,-1,0.9
CCC(C)NC(=O)CN(c1cc(C)ccc1OC)S(C)(=O)=O (configuration not stated),-0.062,9%,-15,-0.5,4,0,-7,-0.044,1
CCOC(=O)CS(=O)(=O)c1ccc2ccccc2c1,0.14,9%,-9,0.93,7,13,.,-1.5,0.9
C=CCn1cc(C(=O)N2CCN(C)CC2)c(=O)c2cc(S(=O)(=O)N3CCCC3)ccc21,-0.07,1%,-9,-0.11,6,2,2,0.091,1
CCOC(=O)CSC1=C(C#N)C(c2ccccc2C)C2=C(CCCC2=O)N1 (configuration not stated),-0.061,7%,-1,0.15,-2,-5,-5,-0.36,0.9
O=C(O)C1Cc2ccccc2CN1C(=O)c1ccccc1 (configuration not stated),-0.71,3%,.,-0.041,12,-2,-2,0.31,.
COc1ccc(C2=C(C)CC(C)(C)NC2=O)cc1OC,-0.12,5%,-32,.,9,9,-3,-0.97,1
Cc1cc(-c2ccccc2)nc(=O)[nH]1,-0.031,5%,-14,0.0018,-2,-6,-6,1.3,0.9
Cn1c(=O)cc(SCC(=O)N2CCN(c3ccccn3)CC2)c2ccccc21,1.2,6%,-6,0.011,2,6,3,2.5,1
COc1ccccc1OCC(=O)Nc1ccc(S(=O)(=O)N2CCCCCC2)cc1,-1.1,2%,44,-0.18,10,2,0,0.042,0.9
COCCN(CC(=O)NCC1CCCO1)C(=O)CCC(=O)Nc1cc(C)on1 (configuration not stated),.,14%,.,0.4,-8,-26,-2,.,0.9
NC(=O)CC12CC3CC(C1)CC(CC(N)=O)(C3)C2,0.13,7%,-7,.,1,12,.,-0.32,0.9
Cc1cc(C)n(C(=O)CSc2nc3ccccc3o2)n1,-0.018,4%,13,-0.055,.,-3,.,0.14,0.9
O=C1NC(c2cccs2)Nc2sc3c(c21)CCCC3 (configuration not stated),0.12,7%,6,0.044,-21,70*,-2,-0.75,0.8
O=C1OC(c2ccccc2)=C/C1=C\N1CCOCC1,0.058,10%,-11,.,-4,29,-3,-0.047,1.1
O=C(Nc1ccccc1)c1ccc(S(=O)(=O)N2CCCCC2)cc1,0.027,5%,0,0.56,1,12,6,-0.16,0.9
O=C(Nc1ccccc1C(F)(F)F)c1cc(S(=O)(=O)N2CCOCC2)ccc1F,-0.014,3%,4,-0.33,6,1,.,-0.37,0.9

# Reprinted from the part before: 5 compounds, followed by the next part.
SMILES,M1 antag,NADH coupling,Ecoli tolC,D1 mod,HEK293 NFkB inh,SF1 activator,Jurkat viability,M1 ag,TNAP act mid DEA
Cc1cc(C)n(C(=O)CSc2nc3ccccc3o2)n1,-0.018,4%,13,-0.055,.,-3,.,0.14,0.9
O=C1NC(c2cccs2)Nc2sc3c(c21)CCCC3 (configuration not stated),0.12,7%,6,0.044,-21,70*,-2,-0.75,0.8
O=C1OC(c2ccccc2)=C/C1=C\N1CCOCC1,0.058,10%,-11,.,-4,29,-3,-0.047,1.1
O=C(Nc1ccccc1)c1ccc(S(=O)(=O)N2CCCCC2)cc1,0.027,5%,0,0.56,1,12,6,-0.16,0.9
O=C(Nc1ccccc1C(F)(F)F)c1cc(S(=O)(=O)N2CCOCC2)ccc1F,-0.014,3%,4,-0.33,6,1,.,-0.37,0.9
COc1ccc(CCCc2nnc(SCC(=O)Nc3cc(C)c(C)cc3Br)o2)cc1,-0.86,3%,7,-0.12,23,-20,-2,0.2,0.9
COc1ccc(C(c2nnnn2C2CCCC2)N2CCc3ccccc3C2)cc1OC (configuration not stated),0.45,8%,31,-0.0015,17,-6,2,-0.35,0.9
COc1ccc(-c2nc(CNS(=O)(=O)c3cc(OC)ccc3OC)cs2)cc1,0.31,6%,17,0.019,10,-10,0,0.68,0.8
Cn1c(=O)oc2cc(C(=O)c3ccccc3)ccc21,0.021,3%,4,.,.,9,.,-0.42,0.8
O=C(Nn1cnnc1)C(c1ccccc1)c1ccccc1,-0.028,3%,10,-0.067,.,-6,.,0.22,0.9
Cc1cccc2cc(C(c3nnnn3C(C)(C)C)N3CCN(C(=O)c4ccco4)CC3)c(=O)[nH]c12 (configuration not stated),0.51,4%,-12,-0.04,4,18,-11,-0.15,0.9
O=C(O)CCC(=O)Nc1ccc(N2CCOCC2)cc1,0.49,4%,-10,-0.91,8,20,2,-0.83,1
O=C(Nc1ccc2c(c1)oc1ccccc12)c1ccc(Br)o1,-1.4,3%,1,-0.0039,3,38,9,-1.1,0.9
CCC(CC)C(=O)NCCc1cc2ccc(C)c(C)c2[nH]c1=O,0.07,2%,-10,-0.81,12,-4,-13,-1.4,0.9
COC(=O)c1ccccc1NC(=O)c1cccc(NC(=O)c2ccc(Br)o2)c1C,-0.73,3%,19,0.015,15,3,15,-0.048,1
CCOC(=O)CSc1nnc(-c2ccc(NS(=O)(=O)c3ccc(C)cc3)cc2)o1,0.26,2%,7,-0.24,16,-3,5,-0.95,0.8
CC1(C)NC(=O)N(CNc2cc(Cl)ccc2Cl)C1=O,0.12,3%,-12,-1.2,5,-12,5,0.19,0.9
CCCn1c(SCC(=O)Nc2nnc(C(C)C)s2)nc2c1c(=O)n(C)c(=O)n2C,0.14,1%,-5,1.1,12,1,12,-0.16,0.9
Cc1cc2oc(=O)cc(C)c2c(=O)o1,0.98,10%,-10,0.36,6,1,0,-0.21,0.9
Cc1cccc(N(C)S(=O)(=O)c2ccc3[nH]cc(C(=O)N4CCOCC4)c(=O)c3c2)c1,0.069,6%,-8,-0.2,11,3,5,1.3,1
COC(=O)c1ccccc1NC(=O)CS(=O)(=O)Cc1nc(-c2ccc(C)cc2)oc1C,-1.1,5%,1,0.69,11,-2,-4,-1,1
CC(Sc1nc(-c2ccccc2)cc(C(F)(F)F)n1)C(=O)NCCN1CCOCC1 (configuration not stated),0.12,5%,-21,.,15,11,-1,0.032,0.9
CCC(=O)NC1(C(F)(F)F)C(=O)Nc2c1c(=O)n(C)c(=O)n2C (configuration not stated),0.17,5%,-9,0.26,11,-16,5,0.22,1
CCc1cc(N2CCOCC2)cc2c1[nH]c1ccccc12,0.18,6%[fluoresces],-13,2.6,4,-7,-4,-0.85,0.9
COCCNC(=O)c1ccc(N(C)S(=O)(=O)c2ccc(OC)c(OC)c2)cc1,0.26,3%,-2,11*,19,5,9,0.3,0.9
CCCCCOc1ccc(C2C(C(C)=O)=C(C)Nc3ncnn32)cc1OC (configuration not stated),0.57,8%,-8,1.9,12,-9,0,-0.72,0.9
CCNS(=O)(=O)c1ccc(OC)c(C)c1,-0.15,6%,-12,0.56,2,-10,1,1.4,0.9
Cc1nnc(SCC(=O)c2c(N)n(C)c(=O)n(C)c2=O)[nH]c1=O,0.26,0%,-18,0.52,26,5,1,0.73,1
COc1cc(C2CC(=O)c3cnc(NC(=O)COc4ccccc4)nc3C2)cc(OC)c1OC (configuration not stated),0.31,3%,-3,0.1,17,-5,-3,-0.57,1
CS(=O)(=O)Nc1ccc(OCc2ccccc2)cc1,-0.95,2%,-8,0.017,.,.,.,-0.0019,0.9
Cc1cc(C)cc(NC(=O)CN(C)S(=O)(=O)c2cccc3nsnc23)c1,0.063,5%,15,-0.57,7,-16,0,0.25,1
CC(C)Nc1nc(C#N)nc(NC(C)C)n1,0.36,3%,9,11*,12,8,11,0.059,1
CCc1cc2c(CN3CCN(CC)CC3)cc(=O)oc2cc1O,-0.28,5%[fluoresces],1,-1.8,9,-14,5,2.4,0.9
Oc1ccc(C=Nc2ccc3ncccc3c2)c(O)c1,-0.14,6%,13,.,.,-1,.,-0.01,0.9
O=C(c1ccco1)N1CCN(C(=O)c2cc3sccc3n2Cc2ccccc2)CC1,-0.28,5%,14,-0.85,1,7,4,-1.1,0.9
COc1cc2ccccc2cc1C(=O)N1CCN(C)CC1,-0.42,9%,-5,-1.3,-2,-12,7,-0.99,1.1
CCOc1cc2c(cc1OCC)C(c1cc(OC)c(O)c(OC)c1)NCC2 (configuration not stated),0.062,7%,-3,0.76,-3,9,-2,0.49,1
CSC1=NCCN1C(=O)c1ccc2c(c1)OCO2,0.44,7%,-24,1.9,22,-7,4,0.43,0.9
COc1ccc(OC)c(C2/C(=C(/O)c3cnn(-c4ccccc4)c3C)C(=O)C(=O)N2CCN(C)C)c1 (configuration not stated),-0.084,11%,12,0.82,.,-12,.,1.2,0.9
Cc1ccc(CNC(=O)C2CCN(S(=O)(=O)c3c(C)noc3C)CC2)cc1,0.22,5%,-10,1.1,11,1,.,-0.03,0.9
CCc1ccc2[nH]c(=O)c(CN(Cc3ccc(OC)cc3)Cc3nnnn3CCOC)cc2c1,-0.77,6%,21,2.1,-6,10,0,0.37,0.8
Cc1ccc(C(=O)NC=C(Cl)Cl)cc1,0.46,7%,0,-0.29,11,7,-3,0.77,0.9
Cc1cc(N2CCN(c3ccccc3)CC2)n2nnnc2n1,-0.38,5%,-16,-0.62,2,-17,-9,-0.96,0.9
COc1ccc(OC)c(S(=O)(=O)Nc2cccc(C(C)=O)c2)c1,1.2,4%,5,0.006,13,-8,-3,0.77,1
O=S(=O)(NC1CCCC1)c1ccc(S(=O)(=O)NC2CCCC2)cc1,0.083,2%,-13,-0.018,12,11,4,0.0025,1
Cc1cc(NC(=O)CN2CC3CC(C2)c2cccc(=O)n2C3)nc2c1c(=O)oc1ccccc12 (configuration not stated),-0.37,2%,-2,0.65,4,2,-7,-0.25,0.9
COc1ccc(-n2nnnc2SCC(=O)c2cc3ccccc3o2)cc1,0.38,3%,10,0.19,2,2,-2,0.39,0.8
Cc1ccc2c(CC(=O)NC3=NCCS3)coc2c1,1.9,10%,7,1.3,-3,0,-8,-1.2,1
O=C(c1ccccc1)c1ccc(C(=O)N2CCOCC2)cc1,-0.054,7%,-18,-0.75,15,24,3,0.15,0.9
CCOC(=O)c1ccc(NC(=O)CSc2nccn2C)cc1,-3.3*,8%,3,-0.76,6,16,1,-0.23,0.9
CCOc1ccc(NC(=O)CCn2cccc2)cc1,0.55,3%,1,-0.87,3,7,4,0.56,0.9
COC(=O)c1ccc(NS(=O)(=O)c2ccc(OC)cc2)cc1,-0.034,3%,25,0.3,2,20,-5,-1.2,0.9
Cn1c(C(=O)NCc2ccc3c(c2)OCO3)cc2sccc21,-0.018,6%,18,0.18,16,15,0,-0.28,0.8
CC1CCC(NC(=O)CN2C(=O)C3CCCN3c3ncc(Cl)cc32)CC1 (configuration not stated),-0.31,4%,16,0.056,19,2,8,1.1,1
CN1C2C=C3C(C#N)=C(N)C(C#N)(C#N)[C@@H](c4cccs4)C3C1CC2 (some centres not stated),0.022,9%,3,-4,.,-21,.,-0.047,0.9

# Screening results: PubChem BioAssay, several laboratories
